SRC3 inh – inhibitors of human steroid receptor coactivator 3 (SRC3) | Q9Y6Q9 | HEK293 GAL4-SRC3 luciferase reporter, luminescence | inhibition, % at 3.6 µM | actives 0.17% (n = 360,000);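 active = inhibition above a per-campaign cutoff, the mean of all compounds plus 3 SD, cut at about 60% in these data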;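 note: 0% = DMSO-treated cells and 100% = gossypol-treated cells at 36 µM; higher means less SRC3-driven luciferase light from the GAL4 reporter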
Target sequence (Q9Y6Q9 whole entry, looked up, the tested form may be a part): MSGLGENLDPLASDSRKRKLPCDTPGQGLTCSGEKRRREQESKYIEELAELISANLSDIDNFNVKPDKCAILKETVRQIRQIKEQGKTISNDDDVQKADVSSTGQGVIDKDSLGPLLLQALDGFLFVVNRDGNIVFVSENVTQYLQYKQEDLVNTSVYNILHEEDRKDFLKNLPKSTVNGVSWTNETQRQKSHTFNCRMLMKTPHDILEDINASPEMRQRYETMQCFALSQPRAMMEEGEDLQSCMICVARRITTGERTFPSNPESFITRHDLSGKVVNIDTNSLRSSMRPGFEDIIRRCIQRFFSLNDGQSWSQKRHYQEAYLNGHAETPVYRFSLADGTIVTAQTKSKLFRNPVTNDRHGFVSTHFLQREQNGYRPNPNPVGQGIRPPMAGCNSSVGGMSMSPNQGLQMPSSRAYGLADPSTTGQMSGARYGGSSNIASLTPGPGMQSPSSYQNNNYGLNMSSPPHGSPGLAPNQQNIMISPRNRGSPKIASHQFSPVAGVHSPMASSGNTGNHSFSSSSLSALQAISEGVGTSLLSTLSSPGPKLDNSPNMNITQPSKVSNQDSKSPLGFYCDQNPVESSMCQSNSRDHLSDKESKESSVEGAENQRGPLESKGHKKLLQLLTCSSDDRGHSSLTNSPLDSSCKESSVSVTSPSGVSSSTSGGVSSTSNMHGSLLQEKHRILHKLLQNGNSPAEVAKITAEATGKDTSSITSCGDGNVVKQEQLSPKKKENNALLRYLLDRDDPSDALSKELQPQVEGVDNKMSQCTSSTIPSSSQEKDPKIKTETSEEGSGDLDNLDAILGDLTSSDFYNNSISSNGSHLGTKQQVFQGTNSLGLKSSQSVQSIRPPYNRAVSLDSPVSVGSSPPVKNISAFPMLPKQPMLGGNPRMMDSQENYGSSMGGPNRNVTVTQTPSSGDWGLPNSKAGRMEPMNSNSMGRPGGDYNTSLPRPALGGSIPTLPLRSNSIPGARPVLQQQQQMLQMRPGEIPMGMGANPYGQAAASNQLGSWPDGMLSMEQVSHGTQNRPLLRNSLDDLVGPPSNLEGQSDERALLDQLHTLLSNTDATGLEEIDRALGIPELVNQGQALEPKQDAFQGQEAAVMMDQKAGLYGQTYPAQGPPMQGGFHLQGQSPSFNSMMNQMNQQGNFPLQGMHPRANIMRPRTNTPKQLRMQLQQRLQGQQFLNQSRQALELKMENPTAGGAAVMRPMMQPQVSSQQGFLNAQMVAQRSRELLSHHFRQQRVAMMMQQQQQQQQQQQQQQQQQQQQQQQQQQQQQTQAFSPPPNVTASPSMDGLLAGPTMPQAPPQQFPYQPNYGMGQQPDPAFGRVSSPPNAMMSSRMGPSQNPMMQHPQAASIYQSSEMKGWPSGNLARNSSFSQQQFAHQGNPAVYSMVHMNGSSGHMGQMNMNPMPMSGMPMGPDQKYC
ABHD5 PLIN5 PPI – blocks binding of human ABHD5 to perilipin-5; Q00G26+Q8WTS1; Split G. princeps luciferase complementation, luminescence, 4 h; inhibition, % at 4 µM; actives 0.78% (n = 360,000);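 active = inhibition above the mean inhibition across every tested compound plus 3 SD, cut at about 22% in these data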;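 note: 0% = DMSO only wells and the 100% control is not disclosed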
NCOA1 inh – inhibitors of human steroid receptor coactivator 1 (SRC1) | AID 588354 | HEK293 GAL4-SRC1 luciferase reporter, luminescence | Q15788 | inhibition, % at 3.6 µM | actives 0.12% (n = 360,000);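 active = inhibition above the campaign mean plus 3 SD, with each screening campaign given its own cutoff, cut at about 60% in these data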;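 note: 0% = DMSO treated cells and 100% = gossypol at 36 µM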
NR2F2 inh – inhibitors of human COUP-TFII (NR2F2) | inhibition, % at 8.6 µM | actives 0.7% (n = 370,000) | AID 686940 | HEK293T NGFI-A luciferase reporter, luminescence;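 active = inhibition above a per-plate cutoff, mean inhibition of test wells between control levels plus 3 SD, cut at about 38% in these data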;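 note: cells cotransfected with COUP-TFII expression vector driving the NGFI-A reporter; 0% = median of COUP-TF2 test wells and 100% = reporter-only cells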
TLR9-MyD88 inh – blocks human TLR9 binding to MyD88. actives 0.21% (n = 340,000). AID 504734. CHO BLA complementation TLR9-MyD88, CCF4 FRET ratio. inhibition, % at 4.98 µM;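 active = inhibition above the mean over all tested compounds plus 3 SD, cut at about 21% in these data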;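 note: 0% = DMSO only wells and 100% = clavulanate BLA inhibitor control wells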
LRH-1 inv ag – suppresses constitutive activity of human LRH-1; actives 0.13% (n = 360,000); HEK293T StAR-luciferase reporter, LRH-1 transfected, 24 h; inhibition, % at 3.6 µM;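 active = inhibition above the mean inhibition of all tested compounds plus 3 SD, cut at about 73% in these data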;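 note: 0% = DMSO wells and 100% = reporter-only cells lacking LRH-1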
NOD2-RIPK2 inh – inhibitors of human NOD2-RIPK2 interaction | AID 624267 | actives 0.38% (n = 360,000) | CHO BLA complementation NOD2-RIPK2, CCF4 ratio | inhibition, % at 4.98 µM; in the data active = inhibition above about 21%;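 note: 0% = vehicle only and 100% = reference blocker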
NCOA2 inhibitor – inhibits human steroid receptor coactivator 2; actives 0.17% (n = 370,000); inhibition, % at 9 µM; HEK293 GAL4-SRC2 luciferase reporter, luminescence;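 active = inhibition above the mean inhibition of all tested compounds plus 3 SD, set per campaign, cut at about 52% in these data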;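 note: 0% = DMSO treated cells and 100% = cells given Gossypol at 36 µM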
MC4R barr agon – activates human MC4R beta-arrestin recruitment. actives 0.98% (n = 360,000). activation, % at 8.9 µM. AID 540308. U2OS MC4R beta-arrestin complementation, luminescence; percent of melanotan II response, DMSO zero. P32245;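 active = activation above a per-plate cutoff, the mean activation of sample wells on that plate plus 3 SD, cut at about 8% in these data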
MC4R antag cAMP – human MC4R antagonism in cAMP assay | P32245 | MC4R-expressing cells, MTII-stimulated cAMP, LANCE TR-FRET | inhibition, % at 6.5 µM | actives 0.48% (n = 360,000);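 active = inhibition above its plate's cutoff, the mean of tested wells on that plate plus 3 SD, cut at about 29% in these data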;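 note: 0% = Melanotan II alone and 100% = Melanotan II plus saturating MCL0020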
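Assay system: U2OS cells stably expressing human melanocortin 4 receptor (MC4R) / Dosing: 6.5 µM / Timing: compound 30 min, challenge 1 h, detection 1 h / Measured by: Eu-cAMP/anti-cAMP TR-FRET, emission 671 nm / Replicates: singlicate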
EBV LMP1 NFkB – inhibitors of Epstein-Barr LMP1-induced NF-kappaB reporter; inhibition, % at 12.5 µM; LMP1-induced NF-kappaB luciferase reporter cells, luminescence; actives 0.69% (n = 350,000); AID 504558; in the data active = inhibition above about 41%;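 note: 0% = neutral control wells and 100% = reference inhibitor control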
The depositor's hits bear a star; . = not tested or not shown.

SMILES	SRC3 inh	ABHD5 PLIN5 PPI	NCOA1 inh	NR2F2 inh	TLR9-MyD88 inh	LRH-1 inv ag	NOD2-RIPK2 inh	NCOA2 inhibitor	MC4R barr agon	MC4R antag cAMP	EBV LMP1 NFkB
Cc1ccc(Cl)cc1Nc1nc(-c2sc(NC(=O)c3ccco3)nc2C)cs1	2	-16	20	16	-1	7	-13	-60	-0.3	17	9
CCc1ccc(CN(C)C(=O)C2CCC(=O)N(Cc3ccccn3)C2)cc1 (configuration not stated)	-35	-7	3	6	1	-19	-11	-30	-1.1	12	-2
NC(c1csc(Nc2nncc3ccccc23)n1)C1CCCCC1 (configuration not stated)	-14	9	4	6	.	2	12	-24	3.8	7	.
COc1ccc(CCn2c(=N)c(C(=O)NCC3CCCO3)cc3c(=O)n4cccc(C)c4nc32)cc1 (configuration not stated)	6	18	11	-1	4	15	5	-11	4.2	5	.
CN(C(=O)COc1ncnc2ccc(Br)cc12)C1CCCCC1	-4	-1	-6	-22	-5	-13	-12	-14	-2.5	-3	-6
COc1ccc(-c2nc(N)nc(C(F)(F)F)c2-c2cscn2)c(O)c1	9	1	-14	4	3	2	1	-18	-0.6	10	2
Cc1cc(N2CCN(C)CC2)nc2ccc(NC(=S)NCCCN3CCc4ccccc4C3)cc12	16	-2	-5	2	-4	-3	-1	-15	-1.6	-2	-4
Cc1csc(NC(=O)NCC2CCCC(CNC(=O)Nc3nc(C)cs3)C2)n1 (configuration not stated)	-15	-7	-15	-6	-3	-35	4	-5	-0.4	14	3
CC(C)CN1C=C2C(=O)C(C)(OC(=O)C3CCCC3)C(=O)C=C2C=C1c1ccsc1 (configuration not stated)	-16	-18	1	0	9	6	6	-4	-1.4	1	0
COc1ccc(CNC(=O)CSc2ccsc2[N+](=O)[O-])cc1	-61	-6	-62	-20	4	-127	8	-37	-1.6	-9	-5
O=C(CSc1ccccc1C(=O)O)Nc1cccc(C(=O)O)c1	8	5	-17	-10	-6	-7	-9	-24	0.0	1	2
CCOC(=O)C1CCCN(C(=O)CSc2ccccc2)C1 (configuration not stated)	-2	0	1	-3	-10	-16	5	-30	0.0	12	4
Cc1ccsc1C(=O)OCc1nc2ccsc2c(=O)[nH]1	-28	-5	-12	2	6	-5	3	-9	-0.7	7	-7
Cc1cccc(NC(=O)C2CCCN(S(=O)(=O)c3cccc4nsnc34)C2)n1 (configuration not stated)	7	4	2	23	5	3	-1	11	-2.4	0	5
O=C(COC(=O)[C@H](Cc1ccccc1)NC(=O)c1ccco1)NCc1ccccc1	-7	9	-18	5	-13	-16	-3	25	-1.8	29*	15
COc1cccc(-n2cnc3sc(C)cc3c2=O)c1	-2	0	-3	-31	-9	-23	-8	-46	-1.1	3	-3
Cc1nnsc1S(=O)c1ccc(Br)cc1 (configuration not stated)	14	-4	1	-5	4	41	1	15	-0.9	7	-10
C[C@H](NC(=O)c1nc[nH]c1C(=O)N[C@@H](CCCCNC(=O)OC(C)(C)C)C(=O)OC(C)(C)C)C(=O)OCc1ccccc1	11	9	-12	5	1	10	-6	-27	1.9	7	7
O=C(CCn1c(=O)sc2ccccc21)Nc1nccs1	-27	5	-73	-28	-4	-53	-6	-47	-0.9	3	7
O=C(CCNC(=O)c1ccc(Cl)cc1)NN1C(=O)NC2(CCCCC2)C1=O	10	-7	-16	0	-6	4	-15	-26	-2.0	-1	-12

Exported with values ahead of the structure: part of the list above
SRC3 inh	ABHD5 PLIN5 PPI	NCOA1 inh	NR2F2 inh	TLR9-MyD88 inh	LRH-1 inv ag	NOD2-RIPK2 inh	NCOA2 inhibitor	MC4R barr agon	MC4R antag cAMP	EBV LMP1 NFkB	smiles
-28	-5	-12	2	6	-5	3	-9	-0.7	7	-7	Cc1ccsc1C(=O)OCc1nc2ccsc2c(=O)[nH]1
7	4	2	23	5	3	-1	11	-2.4	0	5	Cc1cccc(NC(=O)C2CCCN(S(=O)(=O)c3cccc4nsnc34)C2)n1 (configuration not stated)

Remaining list, next part:
SMILES	SRC3 inh	ABHD5 PLIN5 PPI	NCOA1 inh	NR2F2 inh	TLR9-MyD88 inh	LRH-1 inv ag	NOD2-RIPK2 inh	NCOA2 inhibitor	MC4R barr agon	MC4R antag cAMP	EBV LMP1 NFkB
O=C(COC(=O)[C@@H]1CCCN1S(=O)(=O)c1ccc(Cl)cc1)NC1CC1	-10	-1	-7	9	-1	-7	-1	-27	-1.7	12	5
COc1ccc(CN2CCCCC2C(=O)Nc2ccc(OC)c(OC)c2)cc1OC (configuration not stated)	6	3	-27	-13	-3	-3	1	3	0.4	7	-7
CNC(=O)c1[nH]cnc1C(=O)NCC(=O)OC(C)(C)C	-4	-1	3	-5	-2	1	-11	2	-1.5	5	5
CC(C)n1c(CNC(=O)c2ccccc2)nc2ccccc21	21	-2	-8	25	-8	2	1	8	-0.6	-2	12
Cc1ccc(C2N(c3cccc(Cl)c3)C(=O)C3CCCN32)o1 (configuration not stated)	-2	3	2	-17	-3	-12	2	-4	0.1	-4	-4
O=C(NCc1cccc(C(F)(F)F)c1)c1cc(-c2ccccc2)nn1CC1CC(c2cccnc2)=NO1 (configuration not stated)	-14	2	8	3	-10	43	0	6	0.5	3	7
O=C1CC(c2ccccc2)n2nc(NC(=O)c3cccs3)nc2N1 (configuration not stated)	-3	0	2	-6	-5	0	0	-2	-1.4	4	-16
Cc1ccc(NC2CCCN(C(=O)c3ccc(F)cc3)C2)cc1C (configuration not stated)	15	1	9	-11	8	2	0	10	-2.0	-1	-3
COc1cccc(C(=O)Nc2ccc(NC(=O)C3CC3)cn2)c1	-50	0	-82	-35	8	-91	8	-48	0.1	22	-7
O=C(c1cccs1)N1CCN(c2nnc(-c3ccccc3)c3ccccc23)CC1	8	2	-1	33	0	-2	-4	-16	-1.4	18	10
O=C(O)COc1ccccc1/C=N/NC(=O)CSc1nc2ccccc2n1Cc1ccccc1Cl	12	1	1	4	-3	-9	8	21	-1.1	9	11
COc1ccc(/C=C2\Cc3ccccc3C2=O)cc1OC	-49	4	-68	-7	-6	-11	-7	-70	-2.1	1	2
OC(c1ccc(Cl)cc1)C(CN1CCOCC1)c1ccccc1 (configuration not stated)	2	-2	-54	0	4	-3	3	0	-0.5	5	-3
COc1ccccc1C1C(C#N)=C(N)Oc2c1oc(CO)cc2=O (configuration not stated)	15	-6	-9	3	-7	27	-7	-53	2.5	2	7
Cc1onc(-c2ccccc2)c1C(=O)Nc1nnc(C(C)(C)C)s1	6	-8	6	8	8	9	-9	1	-0.3	-7	-4
O=C1C2CC=C(Cl)CC2C(=O)N1CCc1ccccc1 (configuration not stated)	-2	0	6	-2	4	-7	1	-25	0.3	7	-4
O=C(COc1ccc(Cl)cc1)NC(=S)Nc1ccccc1N1CCOCC1	13	-1	3	20	-5	11	-9	-2	-1.5	9	-1
COc1cc(C(=O)OCC(=O)Nc2ccc(S(=O)(=O)NC3=NCCCCC3)cc2)cc(OC)c1OC	-12	2	-9	7	2	7	1	25	0.2	6	8
C[C@H]1COc2cccc(N(C)CCO)c2S(=O)(=O)N1	.	3	.	1	.	-14	-7	-3	.	.	.
Cc1ccccc1CC1(CO)CCCN(C(=O)CCC(F)(F)F)C1 (configuration not stated)	-8	-4	-5	-14	-9	-7	-12	14	-2.6	0	3
CN(C)C(CNC(=O)C1CCN(S(=O)(=O)c2ccc(Cl)cc2)CC1)c1ccccc1 (configuration not stated)	-5	0	-26	0	-3	-12	-7	-16	-1.9	-2	-1
CN(C)c1ccc(C(=O)NNC(=O)Nc2ccccc2)cc1	-21	-4	-10	-9	-5	-25	-6	-16	-1.0	6	-5
CC(Cc1ccccc1)NC(=O)/C=C/c1ccc([N+](=O)[O-])cc1 (configuration not stated)	4	-7	10	-2	4	19	1	-15	1.3	1	4
CCCCNC(=O)CCC(=O)Nc1ccc2nc(N3CCCCC3)cc(C)c2c1	-60	3	-50	-29	0	-52	0	-43	-2.6	-3	-22
CCCCn1nc(C(=O)NC2=NCCS2)c2ccccc2c1=O	7	0	-4	15	-3	15	4	-15	-0.5	11	-5
CCOC(=O)c1cc2c(ccn2C)n1CC(=O)N1C(C)CCCC1C (configuration not stated)	6	-3	1	-8	1	5	0	-53	-2.9	-8	3
Cc1[nH]c(C)c(S(=O)(=O)Nc2ccccc2)c1C(=O)N1CCCC1	17	0	1	-11	-1	-9	-1	-13	-0.4	-3	-2
O=c1oc2ccccc2c(NC2CCCCC2)c1NS(=O)(=O)c1ccc(F)c(Cl)c1	-3	-3	7	-9	0	20	-2	-3	0.4	6	-5
Cc1cccc(NC(=O)Cn2cc(C(=O)C3CC3)c3ccccc32)c1	0	12	-10	8	3	-13	0	8	-2.1	13	4
O=C(Nc1ccccc1)C1=C[C@@H](c2coc3ccccc3c2=O)C[C@@H](OCCCCO)O1	-3	-4	4	11	-1	6	-5	12	-1.8	10	-9
O=S(=O)(c1ccc(N2CCOCC2)nc1)N1CCOCC1	10	-4	2	-19	3	0	-2	11	1.7	1	15
Cc1cc(C)c(C#N)c(SCC(=O)Nc2nnc(-c3ccccc3)s2)n1	-42	1	-7	-1	5	22	5	14	16*	0	7
CCn1c(CSc2nc3ccccc3s2)nnc1SCC(=O)c1ccc(Cl)cc1	5	2	-4	-1	11	-11	-5	10	-0.1	-14	1
CCc1nc2oc3ccccc3c(=O)c2c(=O)n1CCOC	-10	-5	10	14	2	6	4	2	0.9	-2	-17
CN(C)S(=O)(=O)c1ccc(N2CCCC2)c(C(=O)Nc2nc(-c3ccc(F)c(F)c3)cs2)c1	7	1	4	-17	-8	-1	1	-27	0.5	21	16
COc1ccc(/C=N/n2cc(-c3ccc(OC)cc3)nc2N)cc1	8	2	-4	.	-3	16	-1	.	-2.3	2	5
CCC(NC(=S)NC1CCCCC1)c1ccc(C(C)C)cc1 (configuration not stated)	18	-6	8	14	10	9	7	12	-0.2	3	3
COCCn1c(SCC(=O)Nc2sccc2C(N)=O)nc2cc(Cl)ccc2c1=O	-4	0	-2	16	9	9	0	-9	-2.2	0	8
COc1cccc(OC)c1C(=O)N1CCN(Cc2c[nH]c3ccccc23)CC1	4	-3	2	-1	3	-3	-12	2	-1.1	-1	7
Cc1nc(NC(=S)NC(=O)c2ccccc2)sc1C(=O)N(C)C	-48	-5	-78	-46	-4	-20	0	-28	-2.0	14	-9
CN(CCOC(=O)c1ccccc1)Cc1ccccc1	8	2	1	4	2	-3	1	2	-0.7	5	-9
O=C(c1ccc2ccccc2c1)C1CCCN(C(=O)c2cnccn2)C1 (configuration not stated)	-4	-5	7	14	1	4	2	2	-1.0	0	-1

Source: PubChem BioAssay (several laboratories)

The list is partial, so the mix of outcomes need not match the whole.
